High-throughput results as filed in PubChem.
AmpC inh detg – inhibitors of E. coli AmpC beta-lactamase with detergent; AmpC hydrolysis of nitrocefin, absorbance 480 nm, 0.01% Triton; Potency, µM (highest dose often 114 µM), without a hit: at the highest dose activity change, negative = inhibition, most hits filed as inhibitors; 370,000 compounds, 0.041% hits; AID 485294;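 also: potency is read from the fitted curve at half-maximal effect; 0% = no-compound wells and -100% = no-enzyme wells; nearly all actives have a fitted effect of over 25% in size; some results filed as inactive show a strong effect at the top dose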
Target sequence (P00811 whole entry, looked up): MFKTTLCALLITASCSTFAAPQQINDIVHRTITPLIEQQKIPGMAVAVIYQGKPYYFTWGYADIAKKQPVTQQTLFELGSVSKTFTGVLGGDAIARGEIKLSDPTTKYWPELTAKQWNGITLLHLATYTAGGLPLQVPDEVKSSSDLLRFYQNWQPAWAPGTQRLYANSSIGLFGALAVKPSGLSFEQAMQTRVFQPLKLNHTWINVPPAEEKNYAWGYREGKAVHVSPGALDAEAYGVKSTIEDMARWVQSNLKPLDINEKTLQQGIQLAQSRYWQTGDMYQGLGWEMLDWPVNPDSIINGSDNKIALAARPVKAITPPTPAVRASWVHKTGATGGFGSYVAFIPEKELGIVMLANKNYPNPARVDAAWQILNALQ
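AmpC (5.3 nM in the dispensed reagent) in 20 mM phosphate pH 7.0 with 0.01% (detergent screen) or 0.0001% Triton X-100 was preincubated with compounds for 15 min at room temperature. Nitrocefin was then added from an 800 uM solution, and hydrolysis was followed at 480 nm.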
HCMV inh – blocks human cytomegalovirus replication. HFF cells, HCMV-luciferase reporter, 72 h; stronger effect = lower value. activity change, negative = inhibition, % at 57.5 µM. 410,000 compounds, 4.5% hits; in the data active = activity change below about -60%; inconclusive = no clear call, values can overlap the other calls; inactive = above about -39%
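Compounds were evaluated in HFFs infected with an HCMV luciferase reporter virus (MOI 1 PFU/cell). Luciferase in lysates collected 72 h post infection served as the replication measure.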
Sm TGR inh – S. mansoni TGR enzyme inhibition | Q962Y6 | Potency, µM (top dose mostly 114 µM), for the others: top-dose activity change, negative = inhibition, most hits filed as inhibitors | purified TGR, DTNB reduction, TNB absorbance 405 nm | 360,000 compounds, 3% hits; also: potency is read from the fitted curve at half-maximal effect; nearly all actives have a fitted effect of over 60% in size
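Kinetic colorimetric format: TGR-catalysed, NADPH-driven DTNB reduction monitored via TNB absorbance. Enzyme dispensed at 20 nM; compound exposure 15 min at room temperature before reaction start.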
HCV inhibitor – HCV inhibition; Huh7.5.1 HCVcc-Cre infection, luciferase reporter, 44 h; Potency, µM (doses to about 41.8 µM), for the others: at the highest dose activity change, negative = inhibition, actives largely listed as inhibitors; 340,000 compounds, 3.4% hits; also: potency is read from the fitted curve at half-maximal effect
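After 44 h co-culture of compound, cells and HCVcc-Cre (~0.5 moi), substrate is added for 15 min at room temperature and luciferase measured over 15 sec. Cells were seeded at 1,000/well and pre-cultured 4 h.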
Giardia FBPA inh – blocks Giardia fructose-bisphosphate aldolase activity; A8B2U2; purified Giardia FBPA; Potency, µM (doses to about 59.6 µM), without a hit: top-dose activity, negative = inhibition, most hits filed as inhibitors; 290,000 compounds, 0.71% hits; also: potency is read from the fitted curve at half-maximal effect; nearly all actives have a fitted effect of over 55% in size
Target sequence (A8B2U2 whole entry, looked up): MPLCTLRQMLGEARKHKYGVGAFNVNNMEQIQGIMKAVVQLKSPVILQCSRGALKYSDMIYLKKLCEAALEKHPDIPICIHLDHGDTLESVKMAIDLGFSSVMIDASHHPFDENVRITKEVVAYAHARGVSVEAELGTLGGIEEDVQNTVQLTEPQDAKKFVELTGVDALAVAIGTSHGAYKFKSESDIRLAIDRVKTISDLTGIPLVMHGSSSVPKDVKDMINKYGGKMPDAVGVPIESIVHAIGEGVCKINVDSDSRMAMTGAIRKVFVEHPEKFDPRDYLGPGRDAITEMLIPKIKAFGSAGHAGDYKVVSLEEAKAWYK
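40 nM FBPA preincubated 10 min at RT with compound (up to 57.5 uM final), then substrate plus GAPDH/TPI/NAD/arsenate coupling and diaphorase/resazurin added. Fluorescence read after 20 min at RT, 525/598 nm.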
AMA1 RON2 block – inhibitors of Plasmodium falciparum AMA1-RON2 interaction | AlphaScreen AMA1-biotinylated RON2 peptide binding | Potency, µM (top dose mostly 58.2 µM), inactives show at the highest dose activity change, negative = inhibition, most hits filed as inhibitors | 360,000 compounds, 0.2% hits | AID 720542;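 also: potency is read from the fitted curve at half-maximal effect; 0% = vehicle wells and -100% = peptide control; nearly all actives have a fitted effect of over 45% in size; some results filed as inactive show a strong effect at the top dose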
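AMA1 (3D7) with his tag at 25 nM final met compounds first, then biotinylated RON2 peptide at 25 nM; detection used donor plus acceptor beads, 10 µg/mL apiece, read by AlphaScreen after 30 min at room temperature.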
* = called active by the depositor; ? = inconclusive; / = not tested or not shown; & = joins results of further samples; [ ] = dose if it differs, or a comment. Unless noted, calls follow the shape of the dose curve; as a rule, active = well fitted curve in the direction sought with a large enough effect; inconclusive = small, poorly fitted or top-dose-only effect, or another doubt; inactive = no such curve, though single readings can be large; an effect the other way counts as inactive or inconclusive. Unless noted, % is scaled to controls: 0 for no effect and ±100 for the full control effect.

nr	canonical_smiles	AmpC inh detg	HCMV inh	Sm TGR inh	HCV inhibitor	Giardia FBPA inh	AMA1 RON2 block
1	COc1cc(NC(=O)CN2C(=O)COc3ccc(S(=O)(=O)N4CCCCC4)cc32)cc(OC)c1	0%&-1%	-12&54	-1%&8%	17%	3%	-11%
2	CN1C(=O)/C(=C/C=C2\SCCN2C)N(C)C1=S	2%	144	-32%	-14%	-16%	-15%
3	CCOC(=O)Cc1c(C)[nH]c(=S)[nH]c1=O	2%	-18	1%	18%	?	-7%
4	CC(=O)OCCN(C)c1cc(SC(C)C)c2nonc2c1[N+](=O)[O-]	2%	?	0.71µM*	15%	-27%	2%
5	COC(=O)c1cc(C)sc1NC(=O)C1CC=CCC1C(=O)O (configuration not stated)	-3%	3	7%	17%	14%	-2%
6	COc1cc(OC)cc(C(=O)N[C@H](C(=O)NC2=NCCS2)C(C)C)c1	/	-4	/	?	/	-7%[11.6 µM]
7	COc1cc(/C=N/Nc2nc(Nc3ccc(C)cc3)nc(-n3nc(C)cc3C)n2)cc(OC)c1OC	-10%	21	0%	?	1%	66%[activator]
8	COc1cc(OC)c2cc[nH]c2c1	-15%	8	-1%	-5%	2%	-8%
9	CC(=O)c1c(C)[nH]c(C(=O)COc2ccc3c(C)cc(=O)oc3c2)c1C	-11%	-32	-30%	-1%	/	2%
10	O=C(O)CCCC(=O)N1CCc2cc(S(=O)(=O)NCc3ccc(F)cc3)ccc21	0%	70	-21%	-7%	8%	1%
11	Cc1ccn2cc(CCNC(=O)CC(C)(C)C)nc2c1	?	2	-10%	20%	-6%	-1%
12	COc1ccc(N2C(=O)C(CC(=O)Nc3ccc(F)cc3)N(CCc3ccc(OC)c(OC)c3)C2=O)cc1 (configuration not stated)	-9%	2	-11%	0%	-11%	-7%
13	O=C(CSc1ncccn1)N1CCC(Cc2ccccc2)CC1	2%	7	-9%	?	5%	7%
14	COC(=O)c1cccc(-n2c(C)cc(C=O)c2C)c1	-6%	-29	-2%	-3%	1%	5%
15	COc1ccc(-c2oc3ncn4nc(-c5ccccc5Cl)nc4c3c2-c2ccc(OC)cc2)cc1	-10%	8	-3%	/	/	/
16	N#CCS(=O)(=O)c1ccccc1	6%	56	-1%	-6%	-2%	0%
17	Cc1ccc(-n2ncc3c(N4CCC(C(N)=O)CC4)ncnc32)c(C)c1	-1%	/	4%	14%	5%	32%[activator]
18	CC(C)c1cc(CNC(=O)CCc2nnc(CCCc3ccccc3)o2)on1	-9%	33	0%[57.1 µM]	1%	2%	-9%
19	CCCCCCOC(=O)c1ccc(OC(=O)c2cccnc2)cc1	?	/	-5%	0%	-4%	6%
20	COc1ccccc1NC(=S)N1CCCc2ccccc21	-9%	?	-12%	18%	-3%	5%
21	CCN(CC)S(=O)(=O)c1cccc(C(=O)N[C@@H](C)c2nc3ccccc3[nH]2)c1	-4%	16	-1%	/	2%	/
22	O=C(COC(=O)Cc1ccsc1)Nc1ccc(Cl)cc1F	/	-30	/	18%	/	-3%
23	CCOC(=O)Cn1cnc2c(sc3nc(C)cc(C)c32)c1=O	-10%	-1	8%	-1%	1%	-2%
24	COC(=O)c1ccc(NC(=S)N2CCN(C(=O)c3ccco3)CC2)cc1	4%	-14	1%	13%	/	-1%
25	COc1ccc2c3c(cccc13)OCC2=O	-16%	-11	3%	?	?	10%
26	COc1ccc(NC(=O)C2CC2)cc1S(=O)(=O)N1CCOCC1	1%	0	-4%	-1%	/	-5%
27	CCOc1ccc(-n2c(O)c(C=NCCN(CC)CC)c(=O)[nH]c2=O)cc1	-4%	1	?	-19%	1%	48%[activator]
28	COc1ccccc1CNC(=O)CN1C(=O)COc2ccc(S(=O)(=O)NC3CCCC3)cc21	-6%&12%	-31&1	1%&4%	-20%	1%	-10%
29	CN(C)C(CNC(=O)c1cccc(S(=O)(=O)N2CCN(c3ccccc3)CC2)c1)c1ccccc1 (configuration not stated)	/	-15	/	13µM*	/	-11%
30	Cc1c(CN2CCC(CO)(Cc3cccc(C(F)(F)F)c3)CC2)c2ccccc2n1C	-7%	-99*	0%	?	-1%	-28%

Look-ups from above:
CC(C)c1cc(CNC(=O)CCc2nnc(CCCc3ccccc3)o2)on1 in Giardia FBPA inh: 2%
Cc1c(CN2CCC(CO)(Cc3cccc(C(F)(F)F)c3)CC2)c2ccccc2n1C in AmpC inh detg: -7%
CCOC(=O)Cc1c(C)[nH]c(=S)[nH]c1=O in AmpC inh detg: 2%
O=C(O)CCCC(=O)N1CCc2cc(S(=O)(=O)NCc3ccc(F)cc3)ccc21 in Giardia FBPA inh: 8%

Part of the list above in order of length of the SMILES, rising:
nr	canonical_smiles	AmpC inh detg	HCMV inh	Sm TGR inh	HCV inhibitor	Giardia FBPA inh	AMA1 RON2 block
8	COc1cc(OC)c2cc[nH]c2c1	-15%	8	-1%	-5%	2%	-8%
2	CN1C(=O)/C(=C/C=C2\SCCN2C)N(C)C1=S	2%	144	-32%	-14%	-16%	-15%
5	COC(=O)c1cc(C)sc1NC(=O)C1CC=CCC1C(=O)O (configuration not stated)	-3%	3	7%	17%	14%	-2%
17	Cc1ccc(-n2ncc3c(N4CCC(C(N)=O)CC4)ncnc32)c(C)c1	-1%	/	4%	14%	5%	32%[activator]
6	COc1cc(OC)cc(C(=O)N[C@H](C(=O)NC2=NCCS2)C(C)C)c1	/	-4	/	?	/	-7%[11.6 µM]
30	Cc1c(CN2CCC(CO)(Cc3cccc(C(F)(F)F)c3)CC2)c2ccccc2n1C	-7%	-99*	0%	?	-1%	-28%
21	CCN(CC)S(=O)(=O)c1cccc(C(=O)N[C@@H](C)c2nc3ccccc3[nH]2)c1	-4%	16	-1%	/	2%	/

Further entries.
nr	canonical_smiles	AmpC inh detg	HCMV inh	Sm TGR inh	HCV inhibitor	Giardia FBPA inh	AMA1 RON2 block
31	CCc1ccc(OC(=O)c2cncc(Br)c2)cc1	-1%	-4	0%	36%[activator]	6%	46%[activator]
32	CSc1ccc(Cl)c(C(=O)OCC(=O)N2CCN(c3ccccc3)CC2)c1	0%	?	0%	?	/	?
33	Cc1csc2c(N3CCN(C(=O)NC(C)(C)C)CC3)ncnc12	1%	-37	6%	?	2%	-14%
34	CC(=O)N/C(=C\c1ccccc1)C(=O)OCC(=O)Nc1cc(S(=O)(=O)N(C)C)ccc1C	0%	-38	-11%	13%	/	15%
35	O=S(=O)(c1cc(Cl)ccc1Cl)N1CC2CCCN2c2ccc(C(F)(F)F)cc21 (configuration not stated)	-18%	?	11%	-26%	3%	-22%
36	C=CCc1ccc(OCCCCNC2CCCC2)c(OC)c1	5%	?	6%	10µM*	?	-16%
37	CCc1ccc(CN2CCC(C(=O)Nc3ccc(-n4nc(C)cc4C)cc3)CC2)o1	4%	-16	-20%	?	/	-5%
38	CC(C)c1ccc(Nc2cc(C(=O)NCCCN(C)Cc3ccccc3)c3ccccc3n2)cc1	4%	9	24%	/	/	/
39	COc1ccc(NS(=O)(=O)c2ccc3oc(Nc4ccc5c(c4)OCCO5)nc3c2)cc1	?	-85*	-3%	4µM*	-2%	-6%
40	O=C(NCC1CCCO1)c1ccc(C(=O)NCC2CCCO2)cc1 (configuration not stated)	-1%	-8	-2%	17%	7%	-3%
41	O=C(COc1ccccc1)Nc1ccc(Cl)cn1	0%	-11	70%[activator]	19%	4%	-6%
42	O=C(CCS(=O)(=O)c1ccccc1)NCc1ccccc1	3%	11	?	24%	/	1%
43	COc1ccc(O)c(C(=O)C2c3ccccc3C(=O)N2c2ccc(C)cc2)c1 (configuration not stated)	-2%	66	0%	18%	?	-7%
44	COc1ccc(-n2c(=O)[nH]c3ccccc3c2=O)cc1	3%	12	-4%	20%	8%	13%
45	CSc1ccccc1C(=O)Nc1ccc(C)cc1C	?	-11	2%	2%	-2%	1%
46	Cc1ccc(CCNC(=O)c2ccc(NC3=NC4CS(=O)(=O)CC4S3)cc2)cc1 (configuration not stated)	2%	13	-8%	21%	/	-4%
47	CCOc1ccc(N2CC(NC(=O)c3ccc(S(=O)(=O)N4CCCCC4)cc3)CC2=O)cc1 (configuration not stated)	0%	-25	-2%	/	/	/
48	Cc1ccc2c(c1)C1CN(C)CCC1N2C(=O)COc1ccc(N(C)C(=O)C(C)(C)C)cc1 (configuration not stated)	-6%	-7	-14%	?	-5%	-3%
49	COc1ccccc1N1CCN(C2CCCN(Cc3cc(F)cc(F)c3)C2)CC1 (configuration not stated)	-3%	9	2%	-12%	12%	-1%
50	CCOc1ccc(NC(=S)N(C)C)cc1	-6%	-9	16%	-3%	-13%	6%
51	COc1ccc(CCN(C)C2CCCN(C(=O)CCC(F)(F)F)C2)cc1OC (configuration not stated)	?	54	?	-3%	-1%	7%
52	CCOC(=O)c1ccccc1NC(=O)[C@@H]1CCCN1C(=O)OC(C)(C)C	?	-22	-18%	14%	4%	-2%
53	CC(C)Cc1nnc(NS(C)(=O)=O)s1	-1%	-6	2%	12%	0%	0%
54	CC(=O)Nc1ccc(N2C(=O)CC(Sc3nc(C)cc(C)n3)C2=O)cc1 (configuration not stated)	-8%	-6	50µM*	18%	-3%	-4%
55	CCOC(=O)c1cc2sc(C)cc2n1CCCN1C(=O)c2ccccc2C1=O	3%	-6	12%	?	-5%	-8%
56	COc1ccc(Br)cc1CNC(=O)CCc1cn(Cc2ccc(C)cc2)c2ccccc12	18%	-16	6%	/	/	/
57	CSCCC(NC(=O)c1cccc(S(=O)(=O)N2CCOCC2)c1)C(=O)Nc1ccc(F)cc1 (configuration not stated)	-20%	0	4%	13%	1%	-5%
58	Cc1cccnc1NCc1ccc(O)c2ncccc12	-15%	?	0.28µM*	10µM*	?	-38%
59	O=C(c1ccc(Cl)cc1)c1cc(-c2ccccn2)c(N2CCOCC2)s1	-1%	-13	12%	?	0%	17%
60	Cc1cc(C)c(S(=O)(=O)N2CCCC(C(=O)NC3CC3)C2)c(C)c1 (configuration not stated)	-7%	?	-22%	21%	/	1%
61	O=C(CSc1ccccc1F)NCC(c1cccs1)N1CCOCC1 (configuration not stated)	/	-11	/	6%	/	17%

Reformatted field by field: part of the list above
[1] COc1cc(NC(=O)CN2C(=O)COc3ccc(S(=O)(=O)N4CCCCC4)cc32)cc(OC)c1
- AmpC inh detg: 0%&-1%
- HCMV inh: -12&54
- Sm TGR inh: -1%&8%
- HCV inhibitor: 17%
- Giardia FBPA inh: 3%
- AMA1 RON2 block: -11%

[33] Cc1csc2c(N3CCN(C(=O)NC(C)(C)C)CC3)ncnc12
- AmpC inh detg: 1%
- HCMV inh: -37
- Sm TGR inh: 6%
- HCV inhibitor: ?
- Giardia FBPA inh: 2%
- AMA1 RON2 block: -14%
